Eya2 phos inh = Eya2 (human) phosphatase inhibition; Potency, µM (series often up to 76.9 µM), for inactives: at the highest dose activity, negative = inhibition, actives largely listed as inhibitors; actives 0.006% (n = 330,000); AID 488837; recombinant Eya2, OMFP fluorescence dephosphorylation (OMFP is methylfluorescein phosphate); also: potency is read from the fitted curve at half-maximal effect; % is scaled to controls: 0 for no effect and ±100 for the full control effect
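Eya2 protein (added as 0.2 uM solution) was preincubated with compound for 10 min at ambient temperature in 50 mM HEPES pH 7.5, 50 mM NaCl, 5 uM MgCl2, 0.05% BSA, 1 mM DTT. OMFP (added at 50 uM) then reacted 10 min; fluorescence read at 485/525 nm.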
TCR act = activates T cell receptor signaling; Potency, µM (doses to about 9.22 µM), without a hit: at the top dose activation of IL-2 secretion, hits mostly activators; 330,000 tested, under 10 active; primary human leukocytes, anti-CD3, IL-2 HTRF, 48 h; also: % of control where 0% means no effect
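Primary human leukocytes incubated 48 hr with anti-CD3 beads plus compound, without co-stimulation. Secreted IL-2 measured by HTRF (europium cryptate/d2 anti-IL-2 pair, 320 nm excitation, 665 nm emission).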
hERG WT inh = inhibitors of human wildtype KCNH2 potassium channel. AID 720551. activity change, % at 1.84 µM. actives 0.37% (n = 340,000). U2OS, BacMam KCNH2, thallium flux FluxOr; active compounds read low. Q12809;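 active = maximum activity change below -70%; inconclusive = maximum activity change between -70% and -50%; inactive = maximum activity change above -50%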; also: % is scaled to controls: 0 for no effect and ±100 for the full control effect
Target sequence (Q12809 whole entry, looked up): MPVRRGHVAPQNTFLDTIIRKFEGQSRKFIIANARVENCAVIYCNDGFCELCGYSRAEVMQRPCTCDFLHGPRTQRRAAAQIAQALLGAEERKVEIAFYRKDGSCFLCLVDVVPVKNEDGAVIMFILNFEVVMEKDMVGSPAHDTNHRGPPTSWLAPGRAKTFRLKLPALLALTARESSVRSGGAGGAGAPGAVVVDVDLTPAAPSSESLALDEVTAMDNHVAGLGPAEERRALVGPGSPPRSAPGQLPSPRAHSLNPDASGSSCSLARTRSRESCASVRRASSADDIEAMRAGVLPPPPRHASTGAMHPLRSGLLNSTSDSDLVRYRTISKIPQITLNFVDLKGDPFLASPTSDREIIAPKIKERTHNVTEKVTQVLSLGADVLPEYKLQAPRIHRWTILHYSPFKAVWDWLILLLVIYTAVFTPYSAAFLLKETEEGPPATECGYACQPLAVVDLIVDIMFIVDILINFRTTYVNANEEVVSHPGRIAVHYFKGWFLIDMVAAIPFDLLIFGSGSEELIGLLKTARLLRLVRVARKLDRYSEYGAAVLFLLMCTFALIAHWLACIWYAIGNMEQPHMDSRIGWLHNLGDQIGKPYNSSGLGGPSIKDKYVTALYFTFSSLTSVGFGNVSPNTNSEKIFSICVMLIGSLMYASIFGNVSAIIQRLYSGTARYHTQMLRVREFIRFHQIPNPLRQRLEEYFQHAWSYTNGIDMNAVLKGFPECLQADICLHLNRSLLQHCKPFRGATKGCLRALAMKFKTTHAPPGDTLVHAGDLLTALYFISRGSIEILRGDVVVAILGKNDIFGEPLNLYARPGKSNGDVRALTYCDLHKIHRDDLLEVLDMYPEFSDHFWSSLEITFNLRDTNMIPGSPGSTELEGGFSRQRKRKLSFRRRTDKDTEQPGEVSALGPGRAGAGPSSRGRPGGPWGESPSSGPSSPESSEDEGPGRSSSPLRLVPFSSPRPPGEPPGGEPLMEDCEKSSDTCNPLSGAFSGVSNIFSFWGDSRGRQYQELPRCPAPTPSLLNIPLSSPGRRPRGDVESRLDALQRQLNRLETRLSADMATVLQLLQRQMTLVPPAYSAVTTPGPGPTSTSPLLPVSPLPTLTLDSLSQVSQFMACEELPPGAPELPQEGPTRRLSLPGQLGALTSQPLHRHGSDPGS
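U2OS cells transduced with wild-type KCNH2 virus are loaded with FluxOr dye for 45 min, and thallium flux is measured in kinetic reads before and after stimulation buffer. Rate constants are normalized to DMSO controls.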
TSHR antag = human thyrotropin receptor antagonism | P16473 | TSHR-expressing cells, TSH-stimulated cAMP HTRF, 2 h; active compounds read low | activity change, negative = inhibition, % at 11.5 µM | actives 0.2% (n = 330,000) | AID 504810;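 active = activity change below a set negative limit, meaning inhibition stronger than a set level, cut at about -70% in these data; inconclusive = activity change between two set negative limits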; also: % is scaled to controls: 0 for no effect and ±100 for the full control effect
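Inhibition of cAMP made by TSHR-expressing cells under TSH stimulation (4nM final, EC80; 2 h, 37 deg C) is quantified with a one-step lysis HTRF kit, anti-cAMP cryptate versus cAMP-d2.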
ELG1 DNA repair = ELG1-dependent DNA repair inhibition; Potency, µM (top dose mostly 46.1 µM), without a hit: top-dose activity change, negative = inhibition, actives largely listed as inhibitors; actives 2.3% (n = 330,000); HEK293T ELG1-luciferase reporter, luminescence, 16 h; DNA damage induced by 5-fluorouridine; also: potency is read from the fitted curve at half-maximal effect; % is scaled to controls: 0 for no effect and ±100 for the full control effect; nearly all actives have a fitted effect of over 55% in size
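Quantitative HTS, concentration-response format. 2,000 cells/well co-treated with 5-fluorouridine and compound, 16 hr in 5% CO2 at 37 °C; ONE-Glo luminescence read after 30 min.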
USP2a block = inhibitors of human ubiquitin-specific protease USP2a. O75604. USP2 core, Ub-CHOP2 coupled fluorogenic reporter, 485/531. Potency, µM (doses to about 38.3 µM), without a hit: top-dose activity change, negative = inhibition, hits mostly inhibitors. actives 0.01% (n = 330,000). AID 463254;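 also: potency is read from the fitted curve at half-maximal effect; plate controls were DMSO wells for no effect and full inhibition by NEM control for full effect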
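Cell-free coupled assay: 10nM USP2 core preincubated 30min RT with compound in Tris-HCl pH 8.0/CaCl2/CHAPS buffer, then 25nM Ub-CHOP2 and 25nM reporter substrate; fluorescence (Ex 485/Em 531) read after 60min RT, normalized to NEM inhibition, concentration-response curves fitted.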
KCNH2 3.1 block = blocks the human KCNH2 3.1 channel isoform | U2OS KCNH2 3.1, thallium flux FluxOr; active compounds read low | activity change, % (tested at about 1.8 µM) | actives 0.95% (n = 340,000) | AID 720553;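 active = maximum activity change below -70%; inconclusive = maximum activity change from -70% to -50%; inactive = maximum activity change above -50%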;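 also: thallium influx rate constant from kinetic fluorescence after stimulation buffer; % is scaled to controls: 0 for no effect and ±100 for the full control effect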
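Steps: virus added to U2OS suspension (4 h, RT, dark); medium with 10% FBS added, cells plated, 37 C overnight; FluxOr/Red40 loading buffer 45 min RT; stimulation buffer, 2 min kinetic read; rate constant normalized.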
TRPV1 ag = activates the human vanilloid receptor TRPV1. Q8NER1. TRPV1-expressing cells, Fluo-8 calcium influx, agonist mode. activation, % at 8.33 µM. actives 0.19% (n = 320,000). AID 540275; in the data active = activation above about 80%; inconclusive = between about 30% and that limit; also: 0% is about no effect
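TRPV1-expressing cells were cultured overnight at 35.5C and loaded with Fluo-8 calcium dye for 40 to 90 min at room temperature. After a 10 s baseline, compound was added and calcium influx was read kinetically for 3 min (ex 480/em 520 nm).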
A-T KAP1 phos = potential ataxia-telangiectasia treatments restoring KAP-1 phosphorylation; actives 0.19% (n = 320,000); Potency, µM (series often up to 57.5 µM), for inactives: at the top dose activation, hits mostly activators; […] A-T fibroblasts, KAP-1 phosphorylation AlphaLISA; neocarzinostatin DNA damage 30 min before lysis; also: potency is read from the fitted curve at half-maximal effect; % of control where 0% means no effect; nearly all actives have a fitted effect of over 45% in size
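hTERT-immortalized A-T patient fibroblasts ([…]), 500 cells/well in OPTI-MEM, 1% FBS, got compounds for 60 min, then NCS for 30 min at 37C. Lysates were then assayed for phospho-KAP-1 by AlphaLISA (anti-pKAP1 donor, anti-KAP1 acceptor beads), 6 hr at 25C.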
Mito fusion act = mitochondrial division inhibition or fusion activation. Potency, µM (top dose mostly 46.1 µM), inactives show at the highest dose growth rescue (activation), usual class: activators. actives 0.23% (n = 320,000). S. cerevisiae fusion-defective mutant growth rescue, CellTiterGlo 48 h. AID 485298;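 also: potency is read from the fitted curve at half-maximal effect; % of control where 0% means no effect; nearly all actives have a fitted effect of over 45% in size; temperature-sensitive fusion mutants such as fzo1-1 at 37 °C on non-fermentable ethanol glycerol medium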
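Temperature-sensitive fusion-defective S. cerevisiae (e.g. fzo1-1, mgm1-5) were grown with compound in YPEG medium (3% ethanol, 3% glycerol) for 48 hours at 37C. Growth rescue was measured as viability by CellTiterGlo luminescence after 10 minutes at ambient.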
Starred values were filed as active, the others as inactive; ? = inconclusive; / = not tested or not shown; [ ] = another dose, or the depositor's remark. Unless noted, calls follow the shape of the dose curve; as a rule, active = well fitted curve in the direction sought with a large enough effect; inconclusive = small, poorly fitted or top-dose-only effect, or another doubt; inactive = no such curve, though single readings can be large; an effect the other way counts as inactive or inconclusive. A portion of the library; rates above refer to the full screens.

SMILES | Eya2 phos inh | TCR act | hERG WT inh | TSHR antag | ELG1 DNA repair | USP2a block | KCNH2 3.1 block | TRPV1 ag | A-T KAP1 phos | Mito fusion act
CCCn1c(SCC(=O)Nc2cc(S(=O)(=O)N(C)C)ccc2OC)n[nH]c1=O | -7% | 6% | 10 | 1 | -3% | -1% | -12 | 0 | -13% | 3%
O=C(COC(=O)c1ccc(S(=O)(=O)N2CCCC2)cc1)Nc1ccc(Cl)cc1 | -9% | 4% | -2 | 12 | 0% | -3% | 21 | -5 | 3% | ?
Cn1/c(=N/NC(=O)c2ccccc2Br)sc2ccccc21 | 6% | -3% | -2 | -7 | ? | 6% | 11 | -1 | -3% | 2%
O=C(O)CCCNC(=O)CCn1nnc2ccccc2c1=O | 0% | -2% | -8 | -2 | -1% | -1% | -2 | -2 | -12% | 1%
Cc1ccc(S(=O)(=O)N2CCOCC2)cc1NC(=O)CN1CCN(c2ccc(O)cc2)CC1 | 2% | -3%[46.1 µM] | -1 | -9 | -15% | 0% | 18 | -1 | -2% | -2%
Cc1ccc(S(=O)(=O)N2CCCN(C(=O)OC(C)(C)C)CC2)cc1 | -6% | -2% | -2 | -1 | 0% | -2% | -31 | -2 | 2% | 2%
CC(Cc1ccccc1)C(=O)NCc1nc2ccccc2s1 (stereo not drawn) | 7% | -3% | 4 | 3 | ? | 2% | 0 | ? | -8% | 9%
COc1ccc(/C=N/n2c(C)nnc2C)c(OC)c1 | -19% | 0% | -4 | 29 | ? | -6% | -21 | -5 | 12% | 2%
CC(C)N(C)C1CCN(S(=O)(=O)c2ccc(-c3ccc(=O)[nH]n3)s2)CC1 | 2% | 0% | -3 | -2 | -2% | 3% | -20 | -1 | -4% | -17%
CCSC1=NC(=O)/C(=C2/C=Cc3ccccc3N2CC)S1 | -11% | 1% | 2 | -3 | 9% | -3% | -3 | 2 | -7% | -2%
Cc1c(/C=C/C(=O)c2ccc(O)cc2)cnn1C | -26% | -6%[46.1 µM] | 2 | -2 | ? | -1% | 2 | -3 | -3% | -1%
CCc1ccc(/C=C2/SC(=S)N(CCCC(=O)Nc3ccccc3C(=O)O)C2=O)cc1 | 5% | 0% | -24 | 9 | -3% | 4% | 3 | -3 | 16% | -1%
COC(=O)c1cn(-c2ccccc2)nc1-c1ccccc1 | -6% | 1% | -9 | -2 | 2% | 4% | 12 | 10 | / | 4%
COCCn1cnc2c1c(=O)n(CC(=O)NCC(F)(F)F)c(=O)n2Cc1ccccc1 | 8% | 1% | 0 | -9 | -1% | 0% | -8 | -1 | 0% | 5%
COC(=O)c1c(-c2cccnc2)csc1NC(=O)c1ccc2c(c1)OCO2 | -12% | -1% | 8 | -14 | ? | 0% | / | 16 | 13% | -3%
NS(=O)(=O)c1ccc(NC(=O)COc2ncnc3sccc23)cc1 | -9% | -2% | -1 | -5 | 2% | -2% | 4 | 0 | 2% | 4%
COC(=O)c1ccc(/C=N/NC(=O)C(=O)NCc2ccccc2)cc1 | -5% | 3% | 0 | 35 | 11% | 0% | -3 | -6 | 12% | 1%
CC1=CC(C)C(C(=O)O)C(C(=O)O)C1 (stereo not drawn) | 24% | / | 17 | 11 | ? | -1% | 11 | -1 | -20% | 9%
COc1ccc(N/C=C(\C#N)c2nc3ccccc3n2C)c(OC)c1 | -23% | 6% | 13 | -13 | 26µM* | 0% | 16 | 3 | 6% | ?
COc1ccc(-c2nc(CSCC(=O)NCCCN3CCCC3=O)c(C)o2)cc1OC | 10% | 5% | -18 | -8 | 1% | 0% | 4 | -2 | -8% | 9%
CC(=O)N1CCN(c2nc(N)c(C#N)c(CC#N)c2C#N)CC1 | -5% | 0% | -15 | -1 | 26% | -4% | 7 | / | 6% | 2%
CC(C)(C)NC(=O)COC(=O)CCC(=O)c1ccc(F)cc1 | 0% | -36% | 5 | -1 | -2% | 2% | 6 | 10 | 3% | 0%
COc1ccc(Nc2ncccc2C(=O)Nc2ccccc2)cc1 | -9% | 7% | -2 | -25 | ? | -7% | -1 | 29 | 9% | 17%
O=C(CN1c2ccccc2Sc2ccccc21)N/N=C/c1ccc([N+](=O)[O-])cc1 | -13% | 2% | -4 | 6 | ? | -6% | 8 | 1 | -7% | 23%
C=CCn1c(C)cc(C2=NNC(=Nc3ccc(C)cc3)SC2)c1C | -1% | 1% | -5 | -8 | ? | 1% | 15 | -2 | -3% | 0%
COC(=O)C(O)(CC(=O)Nc1cc(Cl)ccc1Cl)C(F)(F)F (stereo not drawn) | 6% | 2%[46.1 µM] | -6 | -11 | 12% | 0% | 19 | 0 | / | -3%
COc1ccc(Cl)cc1NC(=O)NCc1ccccn1 | 6% | -2% | 1 | 21 | 9% | -1% | 1 | -4 | -10% | 0%
Cc1nc2cc(NC(=O)Nc3ccccc3Cl)ccc2n1C | -4% | 2% | -2 | -8 | ? | 11% | 0 | -3 | / | -5%
O=C1c2ccccc2C(=O)C1c1ccc(O)cc1 | 2% | -10% | 3 | 25 | -4% | -5% | / | 0 | 22% | -2%
COc1cc(CNc2ccccc2)c([N+](=O)[O-])cc1OC | 8% | / | -22 | -13 | -28% | 2% | -7 | 6 | -4% | 1%
CCOc1ccc(NC(=O)[C@@H](NC(=O)c2ccccc2Br)C(C)C)cc1 | 15% | -4% | -2 | 2 | 12% | 4% | 0 | 2 | 1% | 2%
CC(C)OCP(=O)(c1ccccc1)c1ccccc1 | -17%[15.4 µM] | -6% | -6 | -8 | -1% | 2% | 4 | 1 | 6% | -2%
Cc1ccc(NC2=NC(c3ccco3)n3c(nc(C)cc3=O)N2)c(C)c1 (stereo not drawn) | -3% | / | / | -5 | -7% | 2% | / | 0 | 3% | 5%
Cc1noc(-c2ccccc2OC(=O)c2ccccc2)n1 | -4% | -3% | -2 | -5 | -5% | 3% | 11 | 10 | 5% | 3%
O=C(Nc1ccc(N2CCCCC2)c(Cl)c1)c1cccnc1 | -11% | -5% | 0 | -10 | ? | 0% | 6 | ? | -1% | 0%
CCN(CC)CCNC(=O)Cn1c(C)cc2ccccc2c1=O | 11% | 2% | 4 | -5 | 5% | 3% | 8 | 9 | 4% | -1%
COc1ccc(CC(=O)OCC(=O)NC2CCCC(C)C2C)cc1 (stereo not drawn) | -3% | 1%[46.1 µM] | -2 | -15 | 5% | 1% | 6 | / | 9% | /
O=C(CNC(=O)c1cccc(F)c1)N/N=C/c1cccc([N+](=O)[O-])c1 | -5% | -6%[46.1 µM] | -5 | 12 | -7% | 0% | 3 | -4 | 2% | 3%
Cc1nc2ccccc2n1CCC(=O)Nc1cccc(F)c1 | 6% | -13% | -1 | 6 | -19% | 2% | 5 | 11 | -1% | -1%
Cc1ccc(N2CC(C(=O)Nc3cccnc3)CC2=O)cc1 (stereo not drawn) | -17% | 4% | 1 | -7 | 0% | 0% | 10 | -1 | -2% | -1%
CCCCN1CCNC[C@@H]1Cc1ccccc1 | 4% | -1% | -10 | 1 | 10% | -2% | 21 | 0 | 3% | -11%
COc1ccc(-c2cc(C)no2)cc1S(=O)(=O)Nc1ccccc1 | 5% | 1% | 13 | -17 | ? | 2% | -3 | -6 | 3% | 23%
O=C(c1ccc(CNS(=O)(=O)c2cccc(Cl)c2)cc1)N1CCCCC1 | -1% | -6% | 6 | -5 | ? | 2% | -18 | -7 | 10% | 7%
CC(=O)Nc1ccc(OCC(O)CN2CCN(c3cccc(Cl)c3)CC2)cc1 (stereo not drawn) | -5% | 0% | 9 | 10 | 1% | -1% | 0 | -2 | -2% | -8%
COc1cc(CCNC(=O)c2cnn3ccccc23)cc(OC)c1OC | -3% | -11% | -2 | -2 | -30% | 0% | 14 | 1 | 4% | -1%
CN(C)S(=O)(=O)c1cccc(NC(=O)c2ccccc2OCc2ccc(F)cc2)c1 | 10% | 3% | 1 | -11 | 21µM* | 3% | -19 | 5 | 0% | -4%
Cc1ccc(Nc2nc(CSc3nnc(-c4cccs4)o3)cs2)cc1 | -17% | 2% | 0 | -22 | 6% | -8% | -4 | -6 | 4% | -4%

In the list so far, these contain an aryl thioether with sulfur outside any ring:
SMILES | Eya2 phos inh | TCR act | hERG WT inh | TSHR antag | ELG1 DNA repair | USP2a block | KCNH2 3.1 block | TRPV1 ag | A-T KAP1 phos | Mito fusion act
CCCn1c(SCC(=O)Nc2cc(S(=O)(=O)N(C)C)ccc2OC)n[nH]c1=O | -7% | 6% | 10 | 1 | -3% | -1% | -12 | 0 | -13% | 3%
Cc1ccc(Nc2nc(CSc3nnc(-c4cccs4)o3)cs2)cc1 | -17% | 2% | 0 | -22 | 6% | -8% | -4 | -6 | 4% | -4%
